# KCNQ1 act: potentiators or activators of human KCNQ1 potassium channel; P51787; actives 0.35% (n = 310,000); CHO-K1 KCNQ1, thallium flux FluxOR fluorescence; active compounds read high; B-score at 10 µM;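 active means fluorescence ratio B-score, a plate-corrected score, at least three library SD, with initial intensity B-score within 5 SD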
#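 Test system: CHO-K1 cells stably expressing KCNQ1 / Medium: assay buffer / Also added: depolarizing K+/Tl+ stimulus, K2SO4 and Tl2SO4 each 12.5 mM in 5x stock / Incubation: 90 min dye loading and 20 min compound exposure, both at room temperature / Signal: thallium influx via FluxOR fluorescence, kinetic imaging / Evaluation: B score of baseline-normalized fluorescence ratio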
# GSK3B inh: human GSK3beta kinase inhibition; P49841; GST-GSK3beta kinase, ADP-Glo luminescence, 60 min; active compounds read low; activity score (negative = inhibition), % at 10 µM; actives 0.038% (n = 300,000); AID 2097;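 active means more than half of replicate wells score below -50%, meaning over 50% inhibition versus plate controls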;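 further: 0% = median DMSO wells and -100% = median GW8510 positive control wells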
#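 Assay system: GST-fused GSK3beta enzyme, cell-free / Medium: Tris pH 7.5 buffer with MgCl2, DTT, BSA, heparin / Also added: peptide substrate plus 25 µM ATP (final) / Compound: 10 µM single point / Timing: kinase reaction with compound 60 min at room temperature / Detection: ADP-Glo luminescence / Benchmarks: DMSO neutral wells and GW8510 at 20 µM as positive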
# GSK3 alpha inh: blocks human GSK-3 alpha kinase; ADP-Glo luminescence, 60 min; inhibition, % at 10 µM; actives 0.1% (n = 320,000); AID 2650;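 in the data active means inhibition above about 50%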;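 further: GST-tagged GSK-3 alpha with peptide substrate and 25 µM ATP; 0% = DMSO neutral wells and 100% = GW8510 positive control wells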
# Dyrk1A ADPGlo: inhibitors of rat Dyrk1A kinase | ADP-Glo luminescence, NFATc1 peptide | Q63470 | inhibition, % at 12.5 µM | actives 0.43% (n = 310,000); in the data active means inhibition above about 50%;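 further: plate controls were vehicle with enzyme for no effect and no enzyme for full effect; many of its hits are not listed in these tables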
# hERG rescue: hERG (human) protection from proarrhythmic block. Q12809. CHO-hERG, FluxOR thallium flux, dofetilide IC70 present. activation (rescue from dofetilide block), less the hit threshold, % at 10 µM. actives 0.51% (n = 310,000). AID 1511;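 active means activation above the mean of controls blocked by dofetilide plus 5 SD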;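 further: thallium influx through hERG after potassium depolarization seen as dye fluorescence rise; in these data hits start at about 4.7%; inactives centre near -7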
# RGS4 act: RGS4 potentiation or activation; AID 463111; actives 0.92% (n = 310,000); B-score at 10 µM; HEK293 M3R/inducible RGS4, carbachol calcium flux Fluo4; active compounds read low;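 active means B-score of the integrated calcium signal more than 4 SD below the library mean, with starting fluorescence not abnormally high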;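 further: negative B-score means reduced calcium response which marks RGS4 activation or potentiation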
#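 Material: Inducible-RGS4 HEK293 cells carrying M3 receptor; also added: carbachol at ECmax as muscarinic agonist stimulus; incubation: compound preincubation 20 min at room temperature before agonist; signal: Fluo4-AM (2 µM) calcium-flux fluorescence, kinetic read; measure: integrated calcium ratio converted to B score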
# KCNK3 inh: human KCNK3 channel inhibition, primary screen | actives 0.84% (n = 340,000) | B-score at 10 µM | CHO-KCNK3 thallium flux, FluxOR fluorescence; active compounds read low | AID 602410 | O14649;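 active means B-score under library mean minus 4 SD, starting fluorescence ratio at most library mean plus 5 SD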;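 further: more negative B-score means stronger inhibition of thallium flux through KCNK3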
# Target sequence (O14649 whole entry, looked up): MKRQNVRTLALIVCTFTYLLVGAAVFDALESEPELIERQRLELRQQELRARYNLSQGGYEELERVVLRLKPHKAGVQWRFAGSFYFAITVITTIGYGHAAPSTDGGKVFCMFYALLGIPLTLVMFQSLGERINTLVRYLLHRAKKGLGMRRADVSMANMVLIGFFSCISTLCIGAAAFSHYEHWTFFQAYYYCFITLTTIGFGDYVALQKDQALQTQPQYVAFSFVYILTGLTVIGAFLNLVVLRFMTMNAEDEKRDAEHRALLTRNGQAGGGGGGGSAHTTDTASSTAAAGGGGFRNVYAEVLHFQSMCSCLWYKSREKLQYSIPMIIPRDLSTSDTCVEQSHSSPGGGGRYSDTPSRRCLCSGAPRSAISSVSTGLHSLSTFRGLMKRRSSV
# PolyA inhibitor: yeast polyadenylation inhibition. S. cerevisiae SKY197-pL101 polyadenylation reporter, beta-gal luminescence; efflux-impaired pdr1/pdr3 knockout yeast; score 100 = 6 SD above DMSO. calls only at 12 µM. actives 0.02% (n = 300,000);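 active means lowest replicate activity score at least 50, where 100 means six control SD above control mean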;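 further: yeast exposed to compound for 9 h at 30 °C; higher score means more reporter readthrough which indicates perturbed polyadenylation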
# KCNK9 inh: inhibitors of human KCNK9 two-pore domain potassium channel; actives 1.2% (n = 310,000); AID 488922; Q9NPC2; B-score at 10 µM; HEK293 KCNK9, FluxOR thallium flux fluorescence; active compounds read low;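 active means ratio B-score over 3 SD below the library mean, with starting fluorescence within 5 SD of its mean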;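 further: negative B-score means less thallium flux so channel inhibition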
# Target sequence (Q9NPC2 whole entry, looked up, the tested form may be a part): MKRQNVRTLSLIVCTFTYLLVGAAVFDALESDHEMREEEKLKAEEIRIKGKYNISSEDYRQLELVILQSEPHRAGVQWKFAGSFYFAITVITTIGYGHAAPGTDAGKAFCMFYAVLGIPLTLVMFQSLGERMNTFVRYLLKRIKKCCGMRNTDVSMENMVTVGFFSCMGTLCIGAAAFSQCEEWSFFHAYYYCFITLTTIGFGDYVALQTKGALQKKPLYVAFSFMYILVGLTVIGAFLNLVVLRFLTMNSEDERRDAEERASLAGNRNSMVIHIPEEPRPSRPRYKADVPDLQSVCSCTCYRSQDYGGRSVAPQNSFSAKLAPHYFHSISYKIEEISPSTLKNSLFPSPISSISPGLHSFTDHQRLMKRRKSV
# RGS4 block: human RGS4 inhibition | HEK293 M3R/RGS4 inducible, Fluo-4 calcium flux; active compounds read high; triggered by carbachol at its EC20 | AID 463165 | P49798 | actives 0.45% (n = 310,000) | B-score at 10 µM;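 active means B-score, a plate-corrected calcium signal, over three deviations above library mean, with baseline fluorescence within five deviations of library mean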;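 further: RGS4 expression induced by doxycycline in cells with stable M3 receptor; B-score is computed from the integrated fluorescence ratio over baseline after carbachol; higher B-score means a larger calcium signal and so more RGS4 inhibition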
# Target sequence (P49798 whole entry, looked up): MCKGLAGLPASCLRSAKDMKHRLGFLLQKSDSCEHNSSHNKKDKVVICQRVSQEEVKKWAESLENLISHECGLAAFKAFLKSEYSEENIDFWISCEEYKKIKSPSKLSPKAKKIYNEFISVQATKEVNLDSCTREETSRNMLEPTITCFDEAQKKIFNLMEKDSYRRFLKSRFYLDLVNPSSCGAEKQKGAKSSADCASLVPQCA
# KCNQ1 inh: inhibitors of human KCNQ1 potassium channel | B-score at 10 µM | CHO-K1 KCNQ1, FluxOR thallium flux fluorescence; active compounds read high | P51787 | actives 1.3% (n = 310,000);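 active means compounds whose thallium flux B-score, printed positive for inhibition, exceeds three library SD while starting fluorescence stays within three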;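 further: channel opened by potassium depolarization with thallium stimulus after 20 min compound exposure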
# An asterisk follows results filed as active; i = inactive; nt = no result given. A portion of the library, so the mix of outcomes need not match the whole.
# Fields: KCNQ1 act	GSK3B inh	GSK3 alpha inh	Dyrk1A ADPGlo	hERG rescue	RGS4 act	KCNK3 inh	PolyA inhibitor	KCNK9 inh	RGS4 block	KCNQ1 inh
1	C=C(C)c1cccc(C(C)(C)NC(=O)N(Cc2ccccc2)Cc2ccco2)c1
  i	1.2	0.1	1.2	-7.5	i	i	i	i	i	i
2	O=C(COC(=O)C1CC1)Nc1ncc(C(F)(F)F)cc1Cl
  i	0.4	-1.7	-5.5	-6.7	i	i	i	i	i	i
3	CCOC(=O)c1c(NC(C)=O)sc2c(OC(C)=O)cccc12
  i	0.5	1.7	-3.0	-8.0	i	i	i	i	i	i
4	Oc1ccccc1Cn1nnc2ccccc21
  i	1.8	-1.3	-6.7	-5.6	i	i	i	i	i	i
5	O=C(OCCCOc1ccc(F)cc1)c1ccc(O)cc1O
  i	-5.3	6.7	nt	-19.4	i	i	i	i	i	i
6	O=C1OC(c2ccccc2)c2ccccc21 (configuration not stated)
  i	3.4	-0.5	0.2	-5.8	i	i	i	i	i	i
7	Cc1ccc(NC(=O)CSc2nnc(-c3cnccn3)n2Cc2ccco2)cc1
  i	-0.9	1.1	1.1	-5.3	i	i	i	i	i	i
8	O=C(CCCN1C(=O)c2cccc3cccc(c23)C1=O)NC1CCS(=O)(=O)C1 (configuration not stated)
  i	-2.2	-6.3	-3.5	-9.8	i	i	i	i	i	i
9	O=C(NCCCCCCNC(=O)c1ccc(Br)s1)c1ccc(Br)s1
  i	-0.8	-0.2	3.6	-4.3	i	i	i	i	i	i
10	Cc1cc2nc(C)c(=O)n(C)c2cc1C
  i	0.8	0.1	-4.6	-4.6	i	i	i	i	i	i
11	O=C(c1cc(-c2cccc(Cl)c2)on1)N1CCc2ccccc2C1
  i	0.1	-0.6	2.3	-3.7	i	i	i	i	i	i
12	CC(=O)c1cnn(-c2c(Cl)cc(Cl)cc2Cl)c1C
  i	4.4	-2.8	1.5	-4.4	i	i	i	i	i	i
13	Cc1ccc(-c2csc(NC(=O)CN3CCOCC3)n2)cc1C
  i	-0.1	0.0	-0.4	-2.5	i	i	i	i	i	i
14	COc1ccc(CCNC(=O)COC(=O)c2cc(OC)c(OC)cc2OC)cc1OC
  i	-4.1	nt	-8.4	-3.7	i	i	i	i	i	i
15	CCOc1ccccc1CNS(=O)(=O)c1csc(C(N)=O)c1
  i	1.8	1.8	-2.0	-6.1	i	i	i	i	i	i
16	Cc1ccc(C(=O)/C=C/N(C)C)o1
  i	1.6	0.8	3.4	-3.4	i	i	i	i	i	i
17	CCc1nc(SCc2ccc(Cl)cc2)n[nH]1
  i	0.4	0.4	-5.7	-7.0	i	i	i	i	i	i
18	N/C(=N\OC(=O)c1ccc2ccccc2c1)c1ccc(Br)cc1
  i	-2.0	-0.7	2.8	-4.0	i	i	i	i	i	i
19	Cc1ccc(C(CC(=O)N2CCCCC2)c2ccccc2)c(O)c1C (configuration not stated)
  i	1.9	-2.0	-1.9	-3.4	i	i	i	i	i	i
20	COC(=O)C1=C(C)NC(=S)N(C(C)=O)C1c1ccccc1 (configuration not stated)
  i	3.1	7.1	7.3	-12.1	i	i	i	i	i	i
21	O=C(NCc1ccncc1)C(=O)NCC(c1ccco1)N1CCN(c2ccccc2F)CC1 (configuration not stated)
  i	1.8	0.3	5.6	-5.9	i	i	i	i	i	i
22	CC(=O)Nc1ccc(-c2csc(NNC(=O)c3ccc(C)cc3)n2)cc1
  i	0.0	2.4	-6.6	-12.5	i	i	i	i	i	i
23	O=C(NCC1CCN(C(=O)c2ccc([N+](=O)[O-])cc2)CC1)c1ccc([N+](=O)[O-])cc1
  i	-0.4	4.2	-2.3	-4.9	i	i	i	i	i	i
24	CC(C)c1ccc(OCC(=O)N2CCN(C(=O)c3ccco3)CC2)cc1
  i	2.6	-3.9	11.6	-1.7	i	i	i	i	i	i
25	COc1ccc(OCC(=O)NNC(=O)c2ccc(-c3ccccc3)cc2)cc1
  i	1.8	-0.2	-0.4	-2.9	i	i	i	i	i	i
26	CC1(c2nnc(-c3ccc(Cl)cc3)o2)CC(c2ccc([N+](=O)[O-])cc2)=NO1 (configuration not stated)
  i	0.1	-2.7	5.2	0.4	i	i	i	i	i	i
27	COc1ccccc1CN1CCN(C(=O)c2cccc3ccccc23)CC1
  i	5.0	-0.2	nt	-14.6	i	i	i	i	i	i
28	CC(C)(C)OC(=O)CC12CCCCC1NC(=O)O2 (configuration not stated)
  i	-1.1	-1.7	3.1	-3.0	i	i	i	i	i	i
29	COc1cc(C(=O)NCC(c2cccs2)N2CCOCC2)c([N+](=O)[O-])cc1OC (configuration not stated)
  i	0.9	-2.7	4.3	-13.9	i	i	i	i	i	i
30	O=S1(=O)NC(=NCCOCCO)c2ccccc21
  i	9.6	0.9	5.9	-2.8	i	i	i	i	i	i
31	Cc1cc(C(=O)N2CCCC(N3CCN(c4cccc(C(F)(F)F)c4)CC3)C2)n[nH]1 (configuration not stated)
  i	1.8	4.5	5.9	-8.7	i	i	i	i	i	i
32	Cc1cnc(C(=O)OCC(=O)Nc2ccc(Cl)cc2Cl)cn1
  i	0.1	nt	-6.7	-8.6	i	i	i	i	i	i
33	O=C(/C=C/c1ccco1)NCc1ccccn1
  i	-0.8	-0.8	1.8	-6.8	i	i	i	i	i	i
34	COc1ccc(NC(=O)C2OCCc3ccccc32)c(OC)c1 (configuration not stated)
  i	1.7	3.6	4.6	-9.6	i	i	i	i	i	i
35	C=CCNc1nc2ccccc2nc1NS(=O)(=O)c1ccc(Cl)cc1
  i	0.8	-2.6	3.7	-5.0	i	i	i	i	i	6*
36	CCOC(=O)CNC(=O)c1sc(NC(=O)c2ccccc2)nc1C
  i	1.1	-1.5	-1.9	-1.9	i	i	i	i	i	i
37	COC(C#CCCN(C)C)(c1ccccc1)c1ccccc1
  i	1.6	1.4	-3.5	-3.1	-8.41*	i	i	i	i	i
38	CC(C)c1nc(SCC(=O)c2ccc(F)cc2)c2ccccc2n1
  i	-3.4	1.1	32.2	3.0	i	i	i	i	i	i
39	Cc1c(-c2ccccc2)nc(N)c(C#N)c1-c1cccs1
  i	0.3	-1.5	-3.4	-10.9	i	i	i	i	i	i
40	Cc1ccc(NC(=O)c2cc(C(=O)c3cc(Cl)ccc3O)cn(-c3ccc(C)cc3)c2=O)cc1
  i	-0.5	0.8	-1.9	-7.8	i	i	i	i	i	i
41	CCC(NC(=O)CCc1nnc(-c2cc(C)on2)o1)C12CC3CC(CC(C3)C1)C2 (configuration not stated)
  i	-2.9	-2.5	1.4	-8.9	i	i	i	i	i	i
42	CC(C)CCOCC1CC2(CC(C)(c3csc(N)n3)OC2=O)C(=O)O1 (configuration not stated)
  i	-0.7	-3.0	7.4	-0.4	i	i	i	i	i	i
43	O=C(CSc1nc(=O)n(CCCN2CCOCC2)c2c1CCCC2)Nc1ccc(F)c(F)c1
  i	10.1	1.5	11.3	-10.5	i	i	i	i	i	i
44	COc1cccc(-c2nn(-c3ccc(C)cc3)cc2C(=O)NCC2CCCO2)c1 (configuration not stated)
  i	-3.2	0.3	14.3	-23.6	i	i	i	i	i	i
45	CCN1C(=O)c2ccc(C(=O)O)cc2C1=O
  i	1.2	2.1	6.0	-3.6	i	i	i	i	i	i
46	COc1ccc(C(C)=O)cc1COC(=O)CCNS(=O)(=O)c1ccc(C)cc1
  i	2.4	-2.5	-5.0	-12.3	i	i	i	i	i	i
47	Cc1cccc(-c2nnn(CC/C(N)=N/O)n2)c1
  i	1.7	-0.1	1.1	-8.6	i	i	i	i	i	i
48	COc1ccc(OC)c(Nc2ncnc3ccc(Br)cc23)c1
  i	-3.8	-3.2	2.0	-2.5	i	i	i	i	i	i
49	Cc1cccc(NC(=O)Cn2cnc3ccc(S(=O)(=O)N4CCC(C)CC4)cc3c2=O)n1
  i	-1.5	-17.0	4.0	-4.7	i	i	i	i	i	i
50	CNC(=O)CN1C(=O)NC(Cc2c[nH]c3ccccc23)C1=O (configuration not stated)
  i	1.1	-2.6	-8.0	-7.5	i	i	i	i	i	i
51	COc1ccc(N2CC(C(=O)N/N=C/c3ccc(C)cc3)CC2=O)cc1 (configuration not stated)
  i	-2.8	nt	1.8	-6.7	i	i	i	i	i	i
52	CCn1c(=NC(=O)COc2ccccc2)sc2cccc(F)c21
  i	-1.5	-1.6	4.0	-9.5	i	i	i	i	i	i
53	O=C(N1CCOCC1)N(Cc1ccco1)CC1CCCO1 (configuration not stated)
  i	1.8	nt	0.2	-4.9	i	i	i	i	i	i
54	Cn1c(SCC(=O)NCc2ccc3c(c2)OCO3)ncc(C(=O)Nc2ccc(F)cc2)c1=O
  i	0.2	-0.5	-7.8	-11.0	i	i	i	i	i	i
55	O=C(Nc1cc(S(=O)(=O)N2CCOCC2)ccc1N1CCCCC1)c1cc(-c2ccccn2)nc2ccccc12
  i	2.2	-2.8	nt	-4.5	i	i	i	i	i	i
56	Clc1ccc(-n2nnnc2-c2cnc3ccccc3c2-c2ccccc2)cc1
  i	0.6	0.1	-5.8	-6.1	i	i	i	i	i	i
57	Cc1ncc([N+](=O)[O-])n1CCOC(=O)NC(Nc1ccc(F)cc1)C(Cl)(Cl)Cl (configuration not stated)
  i	-1.2	-0.3	3.5	-4.4	i	i	i	i	i	i
58	CCc1nc2ccccc2nc1N1CCN(S(=O)(=O)c2ccc(Cl)cc2)CC1
  i	2.5	0.3	3.7	-4.0	i	i	i	i	i	i
59	Cc1ccc(Nc2nc(-c3ccccc3)cs2)nc1
  i	-23.5	5.4	-2.3	-5.0	i	i	i	i	i	i

# One compound at a time, as listed above. Order of screens: KCNQ1 act	GSK3B inh	GSK3 alpha inh	Dyrk1A ADPGlo	hERG rescue	RGS4 act	KCNK3 inh	PolyA inhibitor	KCNK9 inh	RGS4 block	KCNQ1 inh
# Clc1ccc(-n2nnnc2-c2cnc3ccccc3c2-c2ccccc2)cc1 reads i	0.6	0.1	-5.8	-6.1	i	i	i	i	i	i
# CCc1nc2ccccc2nc1N1CCN(S(=O)(=O)c2ccc(Cl)cc2)CC1 reads i	2.5	0.3	3.7	-4.0	i	i	i	i	i	i

# Bioassay records as filed in PubChem BioAssay.
